# Screening results from PubChem.
# bIAP inhibitor – blocks bovine intestinal alkaline phosphatase activity; 190,000 tested, under 10 active; inhibition, % at 20 µM; purified bovine IAP, CDP-star luminescence, 30 min; AID 1019;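 active means over 50% inhibition of intestinal alkaline phosphatase at 20 µM in the single-dose screen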
#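 System: Purified bovine intestinal alkaline phosphatase (IAP) enzyme | Input: IAP diluted 1/65,000,000 in the well | Also added: CDP-star chemiluminescent phosphatase substrate, 30 µM final | Dosing: 20 µM single dose | Times: Enzyme reaction for 30 min at room temperature | Detection: Luminescence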
# PPARg SRC-1 ag – promotes SRC-1 coactivator recruitment by human PPARgamma; PPARgamma-SRC-1 coactivator recruitment biochemical assay; P37231; activation, % at 8 µM; actives 0.41% (n = 200,000); in the data active means activation above about 19%;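 further: 0% = DMSO and 100% = reference agonist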
# ROMK mod – human ROMK K+ channel modulation, primary screen; P48048; Tet-inducible ROMK, thallium flux fluorescence; actives lie on both sides; actives 2% (n = 130,000); B-score at 10 µM;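 active means signal ratio slope over the read window, or its plate-corrected B-score, at least 3 SD from the plate mean, either direction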;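 further: B-score of the F/F0 ratio slope over 7 to 12 s after thallium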
# PPARg SRC2 recr – PPARgamma-driven SRC-2 recruitment agonism | P37231 | actives 0.34% (n = 200,000) | activation, % at 8 µM | PPARgamma LBD-SRC-2 recruitment, biochemical; in the data active means activation above about 22%;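 further: 0% = vehicle and 100% = reference agonist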
# TLR4 MyD88 comp – inhibitors of human TLR4-MyD88 binding. HeLa CL3-4 TLR4/MyD88 BLA complementation, FRET ratio. actives 0.18% (n = 200,000). inhibition, % at 8.4 µM. AID 861; in the data active means inhibition above about 25%;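 further: 0% = vehicle and 100% = reference inhibitor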
# Target sequence (O00206 whole entry, looked up): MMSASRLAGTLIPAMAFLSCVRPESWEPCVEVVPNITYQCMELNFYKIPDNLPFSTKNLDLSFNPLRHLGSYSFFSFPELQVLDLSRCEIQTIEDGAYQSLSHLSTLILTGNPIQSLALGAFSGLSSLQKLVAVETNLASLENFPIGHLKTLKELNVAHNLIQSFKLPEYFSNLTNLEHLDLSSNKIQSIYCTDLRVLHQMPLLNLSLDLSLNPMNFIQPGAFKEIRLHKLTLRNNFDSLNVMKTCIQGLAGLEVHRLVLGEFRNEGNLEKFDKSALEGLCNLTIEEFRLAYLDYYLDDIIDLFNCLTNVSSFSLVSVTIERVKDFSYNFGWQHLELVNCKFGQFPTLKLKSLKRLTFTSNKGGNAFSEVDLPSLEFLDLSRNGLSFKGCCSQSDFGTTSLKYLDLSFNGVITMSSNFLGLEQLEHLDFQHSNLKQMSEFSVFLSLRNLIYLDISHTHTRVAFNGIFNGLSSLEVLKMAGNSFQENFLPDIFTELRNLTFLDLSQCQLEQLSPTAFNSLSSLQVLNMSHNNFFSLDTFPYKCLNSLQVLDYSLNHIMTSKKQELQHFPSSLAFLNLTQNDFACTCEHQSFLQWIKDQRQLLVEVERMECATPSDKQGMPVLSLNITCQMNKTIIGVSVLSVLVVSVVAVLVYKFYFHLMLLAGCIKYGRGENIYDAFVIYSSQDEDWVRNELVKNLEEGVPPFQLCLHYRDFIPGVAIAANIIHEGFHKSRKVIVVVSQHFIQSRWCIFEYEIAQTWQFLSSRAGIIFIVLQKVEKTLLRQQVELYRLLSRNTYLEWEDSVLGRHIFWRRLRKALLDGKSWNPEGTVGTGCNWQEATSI
# Target sequence (Q99836 whole entry, looked up): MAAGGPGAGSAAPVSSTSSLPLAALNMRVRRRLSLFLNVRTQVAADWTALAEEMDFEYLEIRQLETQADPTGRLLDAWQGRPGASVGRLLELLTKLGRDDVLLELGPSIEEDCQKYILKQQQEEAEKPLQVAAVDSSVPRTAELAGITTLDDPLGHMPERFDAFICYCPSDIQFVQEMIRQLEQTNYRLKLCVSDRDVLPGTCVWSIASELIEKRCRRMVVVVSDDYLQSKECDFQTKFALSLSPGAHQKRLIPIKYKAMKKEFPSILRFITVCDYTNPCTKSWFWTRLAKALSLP
# PPARg SRC3 recr – promotes SRC-3 coactivator recruitment by human PPARgamma. P37231. biochemical PPARgamma/SRC-3 coactivator recruitment assay. activation, % at 8 µM. actives 0.26% (n = 200,000). AID 731; in the data active means activation above about 23%;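 further: 0% = DMSO and 100% = reference agonist; some compounds past the cut are filed as inactive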
# TR-FRET SRC-2 ct – counter-screen for PPARgamma SRC-2 recruitment agonists: TR-FRET artefact | stronger effect = higher value | TR-FRET ratio at 8 µM | actives 0.4% (n = 200,000) | AID 1049; in the data active means TR-FRET ratio above about 2000; further: inactives centre near 1500; reference of the scale not given here
# bIAP act – increases bovine intestinal alkaline phosphatase activity. actives 0.17% (n = 200,000). activation factor at 20 µM. purified bovine IAP, CDP-star luminescence, 30 min; stronger effect = higher value; fold of DMSO-control signal, blank-subtracted. AID 1016;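 active means activation factor of 2 or more at 20 µM, a signal rise over negative controls twice the positive control's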
# S1P3 antag – S1P3 (human) receptor antagonism. Q99500. CHO S1P3 NFAT-BLA reporter, FRET fluorescence, antagonist mode. inhibition, % at 4.98 µM. actives 0.27% (n = 170,000);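 active means inhibition above the plate cutoff, the mean inhibition of test wells on that plate plus 3 SD, cut at about 28% in these data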;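 further: cells challenged with S1P at its EC80 of 0.8 µM; blue over green emission ratio from cleaved BLA substrate after 4 h stimulation; 0% = S1P-stimulated wells and 100% = unstimulated DMSO-only wells; some compounds past the cut are filed as inactive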
# DTT redox prof – compounds producing H2O2 with reducing agent – biochemical, NIH compound library profiling, artefact control for MLSCN library redox annotation, primary screen; DTT-dependent redox cycling H2O2, phenol red/HRP absorbance; 100% = 100 µM peroxide control, 0% = buffer; activation, % at 10 µM; actives 0.03% (n = 200,000); AID 878;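 active means activation of at least 50% relative to the plate's high and low controls in the primary single-dose screen; inactive means activation below 50%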;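 further: compound incubated with DTT at 0.8 mM final as the reducing agent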
# L major viab – reduces viability of Leishmania major promastigotes; AID 1063; resazurin fluorescence viability; inhibition, % at 10 µM; actives 9% (n = 200,000); in the data active means inhibition above about 50%;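 further: promastigotes grown with compound for 44 hours at 28 °C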
# Starred values were filed as active, the others as inactive; x = no result given.
SMILES,bIAP inhibitor,PPARg SRC-1 ag,ROMK mod,PPARg SRC2 recr,TLR4 MyD88 comp,PPARg SRC3 recr,TR-FRET SRC-2 ct,bIAP act,S1P3 antag,DTT redox prof,L major viab
O=C(NCCc1ccccc1)C1CCN(c2nc3ccccc3o2)CC1,3,4,-1,-3,6,9,1553,1,3,-0.3,-4
CC(C)(C)n1ncc2c(=O)n(CC(=O)NCc3ccccc3)cnc21,-8,3,4.2*,9,3,-1,1705,1.1,-3,0.2,-8
C=CCn1c2ccccc2c2nnc(SCCCn3c(=O)[nH]c4ccccc43)nc21,-99,-5,x,10,-13,7,1367,2*,x,0.6,18
O=C(Nc1ccc2c(c1)OCO2)c1ccc(CN2CCOCC2)cc1,8,-1,0.052,3,0,2,1502,0.9,4,2.8,7
O=C(Nc1ccc2c(c1)OCO2)c1cc(-c2ccncc2)nc2ccccc12,6,-1,x,-1,1,-5,1689,0.9,10,-0.6,3
O=C(CN1CCOCCOCCN(CC(=O)Nc2ccccc2)CCOCC1)Nc1ccccc1,-21,4,-3.9,-16,0,-8,1487,1.2,4,1.4,-4
CS(=O)(=O)N1N=C(c2cccs2)CC1c1ccccc1O (stereo not drawn),7,-2,-0.63,-3,8,7,1386,0.9,6,-0.3,-4
CC(=O)OC1CC2(C)C(=O)CCC2C2CCc3cc(O)ccc3C12 (stereo not drawn),13,12,-0.27,3,8,10,1578,0.9,-12,1.2,9
CCCCOc1ccc(C(=O)NCc2ccccn2)cc1,9,-4,0.46,0,4,5,1403,0.9,3,0.3,-5
CCn1c(SCC(=O)Nc2nc(-c3ccc(C)cc3)cs2)nnc1-c1ccccc1,-7,0,-0.27,11,5,0,1438,1.1,x,0.1,13
COC(=O)C1=C(C)N(C)C(C)=C(C(=O)OC)C1c1ccsc1,7,-2,0.28,1,-8,8,1615,0.9,-40,0.3,11
Cc1ccc(NCN2C(=O)C3C4CCC(C4)C3C2=O)cc1 (stereo not drawn),2,9,x,10,-5,-2,1542,1,x,-0.4,0
CCOC(=O)C1=C(C)Nc2sc(C(=O)c3ccc(C)cc3)c(N)c2C1c1ccc(C(=O)OC)cc1 (stereo not drawn),x,2,x,3,14,8,1631,0.4,22,0.6,81*
Cc1cccnc1NC(=O)c1ccccc1-c1ccccc1C(=O)Nc1ncccc1C,45,-4,0.43,-4,-13,-1,1451,0.5,9,0.2,5
COc1ccc(OC)c(C2CC(=O)N3CN(c4ccccc4)CSC3=C2C#N)c1 (stereo not drawn),5,5,x,-5,0,7,1542,0.9,-28,-0.6,3
COc1ccc(NC(=O)c2ccc(CN3CCN(c4ccccc4)CC3)cc2)cc1OC,2,4,1.5,9,-7,-1,1594,1,6,1.1,3
CCN(CC)CCCNC(=O)c1cn(CCOC)c(=O)c2c1c1ccccc1n2C,-14,2,x,14,-13,2,1670,1.1,2,1.1,0
O=C(Nc1nccs1)c1cccc(NC(=O)C2CC2)c1,14,2,x,4,-13,7,1649,0.9,0,-0.1,35
O=C(NC(=S)N1CCc2ccccc21)C1CCC1,22,2,-0.0029,11,10,7,1601,0.8,-13,-1.2,-5
Cc1cc(NS(=O)(=O)c2ccc(NC(=O)C(C(C)C)N3C(=O)c4ccccc4C3=O)cc2)nc(C)n1 (stereo not drawn),-3,2,x,-2,0,-1,1415,1,x,1.9,-11
CC1(C)CC(NCc2ccncc2)CC(C)(C)N1,0,0,0.57,10,13,5,1590,1,-24,-1.7,-4
Cc1cccc(C)c1OCCOC(=O)c1n[nH]c2ccccc12,-2,5,-0.77,2,5,4,1625,1,-2,-0.2,10
CCN(CCCNC(=O)CN(C)S(=O)(=O)c1cccc2nsnc12)c1cccc(C)c1,-2,2,-0.013,-4,-3,9,1628,1,-11,-1.3,34
CCN(C(=O)c1cn(CC)c(=O)c2cc(OC)c(OC)cc12)c1ccccc1C,5,-2,x,-3,-16,-8,1614,0.9,-7,-1.2,19
O=[N+]([O-])c1cc(S(=O)(=O)N2CCCC2)ccc1NN=C1CCCC1,13,-1,x,-7,2,2,1686,0.9,-4,-0.6,73*
# Further entries
SMILES,bIAP inhibitor,PPARg SRC-1 ag,ROMK mod,PPARg SRC2 recr,TLR4 MyD88 comp,PPARg SRC3 recr,TR-FRET SRC-2 ct,bIAP act,S1P3 antag,DTT redox prof,L major viab
Nc1nonc1-n1nnc(C(=O)N/N=C/c2cccc(Cl)c2)c1CSc1ccc(Cl)cc1,30,1,-0.053,11,-1,5,1657,0.7,-9,-0.5,-1
O=C(c1ccco1)N1CCN(c2nc(C3CC3)nc3c2nnn3Cc2ccccc2Cl)CC1,5,-2,-0.76,8,-6,9,1665,1,x,-0.3,9
Cc1cccc(CSc2nc3ccncc3n2CC(=O)Nc2ccc(C)c(C)c2)c1,19,8,-0.39,4,-2,-1,1483,0.8,-9,0.7,30
CCNc1ccc(C(=O)OCC)cc1NC(=O)c1cc(S(=O)(=O)N2CCOCC2)ccc1C,10,2,-0.87,3,13,2,1568,0.9,x,0.1,-2
COc1ccc(C(=O)N=c2sc3ccccc3n2C)cc1OC,-6,168*,0.18,-2,-5,4,1578,1.1,4,0.2,-2
COc1ccc(NC(C)=O)cc1NC(C)C(=O)Nc1cc(C(F)(F)F)ccc1N1CCOCC1 (stereo not drawn),6,-1,x,1,-2,1,1639,0.9,9,0.4,-4
C/C(N)=C(/C#N)C(=O)CSc1nnc(-c2ccc(OC(F)F)cc2)o1,4,8,-0.076,2,-20,4,1597,1,0,-0.7,1
COc1ccc(NC2CC(=O)N(c3cc([N+](=O)[O-])ccc3C)C2=O)cc1 (stereo not drawn),-6,-4,0.067,0,-4,-1,1510,1.1,-2,0.4,-4
COc1nc(N2CCOCC2)nc(C)c1[N+](=O)[O-],-36,8,x,1,-1,4,1628,1.4,3,0.0,62*
OCCN=C(c1ccccc1)C12CN3CN(CN(C3)C1)C2,10,2,x,8,4,-1,1699,0.9,x,-1.6,-4
COc1ccc(NC(=O)c2cccc(C(=O)Nc3ccc(OC)cc3)n2)cc1,-2,-2,-0.61,5,4,5,1589,1,-5,-0.2,0
COc1ccccc1-n1c(C)nc2cc(C(=O)O)ccc21,28,-2,1.4,3,-4,0,1451,0.7,x,0.5,-1
COc1ccc(NC(=O)CCc2nc3ccccc3s2)c(OC)c1,-27,-3,0.15,0,11,1,1431,1.3,-18,-1.1,5
CC1CCN(c2nnc(-c3cccs3)c3ccccc23)CC1,2,12,x,-1,4,-2,1434,1,1,0.6,26
CCOc1ccccc1NC(=O)C1C2C=CC(C2)C1C(=O)O (stereo not drawn),3,-2,-0.29,-3,-9,8,1757,1,x,-0.3,-3
COc1ccc(CCNS(=O)(=O)c2ccc3c(c2)OCCO3)cc1,24,-7,-0.2,16,11,-6,1508,0.8,-7,1.5,-5
N#C/C(=C\c1cn(CCOc2ccccc2)c2ccccc12)C(=O)NCC1CCCO1 (stereo not drawn),-5,-2,x,9,-8,14,1664,1,x,-4.5,23
CCOC(=O)c1ccc(NC(=O)Nc2ccc(Cl)cn2)cc1,13,7,x,-3,-6,1,1615,0.9,3,0.0,0
O=C(NNS(=O)(=O)c1ccccc1)C1CCN(S(=O)(=O)c2ccccc2)CC1,4,3,-0.65,-7,-3,1,1272,1,x,-3.8,-11
CC(/C=N/Nc1ncc(C)c(=O)[nH]1)=C\c1ccccc1,-26,5,0.076,5,7,2,1711,1.3,14,-1.9,-4
CCOC(=O)C(C)n1cnc2c(nnn2Cc2ccc(Cl)cc2)c1=O (stereo not drawn),10,5,x,0,2,10,1580,0.9,-10,2.4,8
CN(/C=C/C(=C/C=[N+](C)c1ccccc1)OCCCS(=O)(=O)[O-])c1ccccc1,21,-2,-3.5*,4,-16,4,1689,0.8,-14,0.9,1
CC(=O)N(C(C)=O)c1c(N2CCOCC2)c2ccccc2oc1=O,6,0,0.12,0,-7,-7,1571,0.9,-16,3.0,5
N=c1n(CCc2ccccc2)c2ccccc2n1Cc1ccccc1F,34,9,-3.5*,2,6,8,1760,0.7,3,-0.5,97*
CC(=O)Nc1c(C)nn(-c2ccc([N+](=O)[O-])cc2)c1C,-15,-6,x,3,4,-5,1447,1.2,-7,-0.2,2
# The list goes on.
SMILES,bIAP inhibitor,PPARg SRC-1 ag,ROMK mod,PPARg SRC2 recr,TLR4 MyD88 comp,PPARg SRC3 recr,TR-FRET SRC-2 ct,bIAP act,S1P3 antag,DTT redox prof,L major viab
Cc1cc(C)n(C(=O)C23CC4CC(CC(C4)C2)C3)n1,2,-17,x,-4,1,-11,1487,1,6,0.8,1
COc1ccc(C2CC(c3ccc([N+](=O)[O-])cc3)=NN2C(=O)c2ccccc2)cc1OC (stereo not drawn),7,-6,0.68,2,1,-2,1824,0.9,8,-1.8,7
CCC(NC(=O)c1ccccc1NC(=O)c1ccccc1)C(=O)OC (stereo not drawn),-4,-3,-0.2,4,4,10,1526,1,8,-1.1,11
CCOc1ccc(C2CC(c3cccc(C)c3)n3nc(N)nc3N2)cc1 (stereo not drawn),7,5,x,4,9,11,1565,0.9,-32,0.2,14
CSC(SC)=C(C(C)=O)C(=O)c1ccc(C)cc1,11,6,0.81,4,-3,5,1444,0.9,-14,-0.3,5
COc1ccccc1C(=O)NCC(=O)n1nc(C)cc1C,5,9,-0.15,0,-2,4,1593,1,x,-2.3,-2
c1ccc(-n2cnc3ccccc32)cc1,14,-5,0.33,-3,-15,4,1695,0.9,6,-0.5,0
CCOc1cc(/C=N/n2cnnc2)ccc1O,7,0,x,0,1,3,1812,0.9,-35,0.3,2
COc1cccc(C(=O)c2c[nH]c(C(=O)NCCCN3CCOCC3)c2)c1,-9,-5,-0.99,-2,6,1,1602,1.1,-9,-0.5,0
O=C(CSc1ncnc2c1oc1ccccc12)N1CCN(c2ccccc2)CC1,x,87*,x,15,-6,25,1527,x,9,5.4,6
CCCN(CC(=O)Nc1ccccc1OC)C(=O)c1cc2ccccc2o1,-5,-9,0.23,-4,7,-2,1441,1,-11,-2.0,2
COc1ccc(N(CC(=O)N2CCc3ccccc32)S(=O)(=O)c2c(C)nn(C)c2C)cc1,0,1,x,-8,8,-3,1611,1,x,-1.9,2
Cc1ccc(S(=O)(=O)Nc2nc(C)cc(NCCN)n2)cc1,6,5,x,11,-5,8,1646,0.9,-4,0.9,-4
O=C(NC(N1CCOCC1)C(Cl)(Cl)Cl)c1ccc(F)cc1 (stereo not drawn),-12,3,0.35,5,-7,0,1574,1.1,3,0.0,-6

# Whole records, looked up by structure. Order of values: bIAP inhibitor | PPARg SRC-1 ag | ROMK mod | PPARg SRC2 recr | TLR4 MyD88 comp | PPARg SRC3 recr | TR-FRET SRC-2 ct | bIAP act | S1P3 antag | DTT redox prof | L major viab
# COc1ccc(N(CC(=O)N2CCc3ccccc32)S(=O)(=O)c2c(C)nn(C)c2C)cc1 is listed with 0 | 1 | x | -8 | 8 | -3 | 1611 | 1 | x | -1.9 | 2
# CSC(SC)=C(C(C)=O)C(=O)c1ccc(C)cc1 is listed with 11 | 6 | 0.81 | 4 | -3 | 5 | 1444 | 0.9 | -14 | -0.3 | 5
# CCOc1ccc(C2CC(c3cccc(C)c3)n3nc(N)nc3N2)cc1 (stereo not drawn) is listed with 7 | 5 | x | 4 | 9 | 11 | 1565 | 0.9 | -32 | 0.2 | 14
# c1ccc(-n2cnc3ccccc32)cc1 is listed with 14 | -5 | 0.33 | -3 | -15 | 4 | 1695 | 0.9 | 6 | -0.5 | 0
